Bioassay records as filed in PubChem.
TDP2 inh = human TDP2 enzyme inhibitors, primary screen, biochemical, epi absorbance, recombinant enzyme; Tyrosyl-DNA phosphodiesterase 2 (Homo sapiens), O95551; T5PNP hydrolysis, p-nitrophenol absorbance 415 nm; inhibition, % at 12.8 µM; 0.34% of 370,000 active; AID 720702, 2013;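 active = inhibition above the mean of all tested compounds plus 3 SD, set per campaign, cut at about 25% in these data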;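 note: 0% = DMSO with enzyme and 100% = buffer with substrate but no TDP2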
Target sequence (O95551 whole entry, looked up): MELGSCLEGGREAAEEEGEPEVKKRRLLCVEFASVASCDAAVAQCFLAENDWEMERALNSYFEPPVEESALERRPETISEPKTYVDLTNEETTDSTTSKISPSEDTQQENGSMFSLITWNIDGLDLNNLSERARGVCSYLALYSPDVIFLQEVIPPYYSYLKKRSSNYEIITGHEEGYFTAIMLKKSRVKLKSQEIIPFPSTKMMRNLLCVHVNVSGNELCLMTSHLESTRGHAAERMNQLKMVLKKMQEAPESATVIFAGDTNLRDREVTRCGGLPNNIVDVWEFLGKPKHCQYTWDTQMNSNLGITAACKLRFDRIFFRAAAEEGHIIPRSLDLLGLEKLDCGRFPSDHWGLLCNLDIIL
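Test system: Human TDP2 enzyme | Reagent: 5 mM T5PNP | Compound dosing: 12.8 µM single point, 1% DMSO | Incubation: Enzyme reaction with compound for 2 h at 37 °C | Technique: p-Nitrophenol epi absorbance | Read-out: % inhibition relative to enzyme-containing and enzyme-free wells | Benchmarks: High control without enzyme, low control DMSO plus TDP2 | Replicates: Singlicate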
LEDGF integ inh = blockers of LEDGF/p75-dependent integrase strand transfer – biochemical, TR-FRET, high throughput, primary screen. HIV-1 integrase (with human LEDGF/p75). TR-FRET IN-LEDGF/p75 DNA integration, Eu/Cy5. inhibition, % at 3.7 µM. 0.64% of 370,000 active. AID 743269, 2014;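 active = inhibition above the screen-wide mean plus 3 SD, cut at about 13% in these data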;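 note: signal is the Cy5 over europium emission ratio at 671 and 618 nm; 0% = plate median of compound wells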
TCR-CD3 inh = inhibitors of human TCR-CD3 interaction, primary screen, biochemical, fluorescence, TAMRA-labeled TCR probe. T-cell receptor (TCR). inhibition, % at 9.4 µM. 0.37% of 360,000 active. AID 651800, 2012; in the data active = inhibition above about 19%;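 note: recombinant mutant TCR 2C K166C tagged with TAMRA read by polarization; 0% = receptor in buffer alone and 100% = receptor with positive control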
MBD2 inh = inhibitors of MBD2 binding to methylated DNA, primary screen, biochemical, TR-FRET, DNA-binding domain, human; Methyl-CpG-binding domain protein 2 (Homo sapiens), Q9UBB5; 0.31% of 370,000 active; MBD2 binding to methylated oligonucleotide; inhibition, % at 4.4 µM; AID 686964, 2013; in the data active = inhibition above about 13%
PRMT1 inh = PRMT1 methyltransferase inhibitors, primary screen, biochemical, fluorescence polarization; inhibition, % at 2.79 µM; Protein arginine N-methyltransferase 1 (Homo sapiens), Q99873; recombinant PRMT1, activity-based probe fluorescence polarization; 1.3% of 370,000 active;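 active = inhibition above about 21% made by adding two undisclosed values, limit read from the data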
KLK7 zymogen act = proKLK7 zymogen activators, primary screen, biochemical, fluorescence intensity. Kallikrein-7 (Homo sapiens), P49862. 0.9% of 370,000 active. activation, % at 7 µM. purified proKLK7, EDANS-DABCYL substrate fluorescence; 100% is mature enzyme control, 0% vehicle;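 active = activation above the mean of all tested compounds plus 3 SD, computed per campaign excluding outliers beyond control limits, cut at about 13% in these data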
UHRF1 MBD2 ctr = UHRF1 methylated DNA binding inhibitors, primary screen, counter-screen for MBD2 inhibitor project, biochemical, TR-FRET, human UHRF1, single concentration; inhibition, % at 4.4 µM; UHRF1 binding to methylated oligo; 0.75% of 370,000 active; in the data active = inhibition above about 21%;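 note: UHRF1 SRA domain binding a hemimethylated CpG hairpin DNA probe; 0% = median of test compound wells and 100% = reference inhibitor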
Tn6 DDE FP = inhibitors of Tn6 peptide binding to fibrin DD(E), primary screen, biochemical, fluorescence polarization, human fibrin, Tn6 probe. AID 720509, 2013. Fibrin DD(E) TRITC-Tn6 fluorescence polarization displacement. Fibrinogen beta chain (Homo sapiens), P02675. inhibition, % at 8.3 µM. 0.21% of 370,000 active;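 active = inhibition above a per-campaign cutoff: mean of compounds within control limits plus 3 SD, cut at about 15% in these data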;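 note: 0% = median of all compound wells on the plate and 100% = blocking peptide control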
Tn7 DDE FP = inhibitors of Tn7 peptide binding to fibrin DD(E), primary screen, biochemical, fluorescence polarization, human fibrin, Tn7 probe; Fibrinogen beta chain (Homo sapiens), P02675; FP displacement of FITC-Tn7 peptide from fibrin DD(E); 0% = median of compound wells per plate; inhibition, % at 8.3 µM; 0.13% of 370,000 active;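 active = inhibition above the mean of compounds falling within the control limits plus 3 SD of them, cut at about 14% in these data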;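 note: 0% = plate median of compound wells and 100% = 10 µM Aha-Tn7 peptide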
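system = human fibrin DD(E) protein | quantity = DD(E) 2 µM final | medium = Tris/NaCl/CaCl2 buffer, pH 7.8 | also added = labelled Tn7 tracer, 0.1 µM | compound dosing = single point at 8.3 µM | timing = compound with protein 10 min, then 3 h after probe, room temperature | signal = FP measurement | benchmarks = Aha-Tn7 high control | repeats = one replicate per compound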
SIAE inh = human SIAE inhibitors, primary screen, biochemical, fluorescence polarization, FP-Rh probe, 1536-well HTS; Sialate O-acetylesterase (Homo sapiens), Q9HAT2; SIAE FP-Rh probe binding; inhibition, % at 9.66 µM; 0.69% of 370,000 active; AID 1053197, 2014;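 active = inhibition above a cutoff: mean of compounds within the control limits plus 3 SD of those, cut at about 17% in these data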;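 note: 0% = plate median of compound wells and 100% = probe without SIAE protein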
Target sequence (Q9HAT2 whole entry, looked up): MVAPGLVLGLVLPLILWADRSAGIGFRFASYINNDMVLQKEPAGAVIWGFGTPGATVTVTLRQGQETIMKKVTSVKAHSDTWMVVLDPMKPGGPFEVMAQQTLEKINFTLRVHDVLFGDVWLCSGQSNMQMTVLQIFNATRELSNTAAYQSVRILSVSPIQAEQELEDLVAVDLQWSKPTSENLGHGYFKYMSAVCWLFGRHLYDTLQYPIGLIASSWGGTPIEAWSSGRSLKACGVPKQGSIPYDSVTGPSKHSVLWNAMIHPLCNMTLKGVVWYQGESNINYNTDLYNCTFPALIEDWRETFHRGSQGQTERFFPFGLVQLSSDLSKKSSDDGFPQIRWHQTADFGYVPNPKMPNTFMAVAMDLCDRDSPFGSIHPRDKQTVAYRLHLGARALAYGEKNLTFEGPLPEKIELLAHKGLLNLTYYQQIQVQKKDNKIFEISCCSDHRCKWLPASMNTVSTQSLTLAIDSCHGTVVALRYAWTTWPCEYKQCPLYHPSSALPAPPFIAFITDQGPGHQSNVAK
The depositor's hits bear a star.

The first 4 entries (preview)
SMILES | TDP2 inh | LEDGF integ inh | TCR-CD3 inh | MBD2 inh | PRMT1 inh | KLK7 zymogen act | UHRF1 MBD2 ctr | Tn6 DDE FP | Tn7 DDE FP | SIAE inh
Cc1cc(OCC(=O)O/N=C(\N)c2ccccc2)ccc1Br | -5 | 2 | -7 | 2 | 2 | -0.3 | 5 | 3 | -1 | 2
O=C(C1CCCN1C(=O)c1cccs1)N1CCN(Cc2ccc3c(c2)OCO3)CC1 (centres undefined) | 7 | -1 | 4 | 3 | -1 | -0.1 | -1 | 6 | -5 | -3
CSc1ccccc1NC(=O)c1ccc(Br)o1 | -9 | -1 | -7 | 2 | 0 | 0.2 | 14 | -6 | -15 | -7
CCN(CC)CCNC(=O)c1ccccc1N | 9 | 1 | 0 | -3 | 1 | 3.5 | 0 | 4 | 2 | 3

Main list, from the start:
SMILES | TDP2 inh | LEDGF integ inh | TCR-CD3 inh | MBD2 inh | PRMT1 inh | KLK7 zymogen act | UHRF1 MBD2 ctr | Tn6 DDE FP | Tn7 DDE FP | SIAE inh
Cc1cc(OCC(=O)O/N=C(\N)c2ccccc2)ccc1Br | -5 | 2 | -7 | 2 | 2 | -0.3 | 5 | 3 | -1 | 2
O=C(C1CCCN1C(=O)c1cccs1)N1CCN(Cc2ccc3c(c2)OCO3)CC1 (centres undefined) | 7 | -1 | 4 | 3 | -1 | -0.1 | -1 | 6 | -5 | -3
CSc1ccccc1NC(=O)c1ccc(Br)o1 | -9 | -1 | -7 | 2 | 0 | 0.2 | 14 | -6 | -15 | -7
CCN(CC)CCNC(=O)c1ccccc1N | 9 | 1 | 0 | -3 | 1 | 3.5 | 0 | 4 | 2 | 3
C/C(=N\NC(=O)C(=O)Nc1cc(C)ccc1C)c1ccncc1 | -14 | 0 | 9 | -1 | -10 | 0.1 | -2 | 7 | -3 | -4
COc1ccc(NC(=O)C(Br)C(C)C)cc1 (centres undefined) | -3 | 4 | -7 | -3 | -4 | 0.2 | 0 | 4 | 0 | -2
COc1ccc(CCNC(=O)Nc2nc(CN)cs2)cc1OC | -2 | 1 | 1 | -4 | -1 | 0.2 | -1 | 4 | 8 | 2
Cc1ccc(S(=O)(=O)/N=C(/NC(=S)Nc2cccc(C)c2)c2ccccc2)cc1 | 4 | 0 | 1 | 2 | 0 | -0.3 | 17 | 0 | 0 | 2
CC(=O)c1ccc(NC(=O)c2ccccc2Sc2ncnc3sc(C)c(C)c23)cc1 | 1 | 2 | -5 | -2 | 5 | 0.9 | -1 | -2 | -2 | -4
COc1ccc(CN(C(=O)c2cccs2)c2nccs2)cc1OC | 1 | 1 | 2 | 4 | -1 | -0.4 | -1 | 1 | 10 | -1
COC(=O)N1CC(=O)N(OC)C1c1ccc(Cl)cc1Cl (centres undefined) | 2 | 6 | -10 | 15* | 4 | 0.3 | 25* | -5 | -3 | -3
Brc1cc2c(cc1/C=N/Nc1nc(N3CCOCC3)nc(N3CCOCC3)n1)OCO2 | 0 | 0 | -6 | 4 | -3 | -0.9 | 0 | 5 | 1 | -4
CCOc1ccc(NC(=O)COC(=O)C2CC2C)cc1 (centres undefined) | -7 | 7 | -1 | -2 | -2 | -0.5 | 0 | 1 | 4 | 10
O=C(c1ccccc1)C1CCN(C(=O)C2CCC(=O)N(Cc3cccc(F)c3)C2)CC1 (centres undefined) | 3 | 2 | 6 | 0 | 1 | -0.1 | 3 | 1 | -3 | 3
CCN1/C(=C2\SC(=S)N(Cc3ccccc3)C2=O)Sc2ccccc21 | 11 | -1 | 5 | -6 | 1 | -0.6 | 0 | 0 | 2 | 2
COc1ccc([N+](=O)[O-])cc1N(CC(=O)N1CCOCC1)S(C)(=O)=O | 1 | 2 | 5 | -3 | -4 | -0.3 | 0 | 3 | 5 | -5
O=C(N=C1SC2CS(=O)(=O)CC2N1c1ccccc1)c1ccccc1 (centres undefined) | 1 | 0 | 1 | 1 | -2 | 0.1 | 0 | 2 | -4 | 2
CC(=O)NC(c1ccccc1)c1nc(-c2ccc(S(C)(=O)=O)cc2)cs1 (centres undefined) | -3 | -4 | 7 | 0 | -1 | -0.8 | -2 | 4 | 4 | 4
CC(C)[C@H](NS(=O)(=O)c1ccccc1)C(=O)Nc1nccs1 | 5 | -8 | -5 | 4 | 3 | -0.5 | 0 | -11 | -2 | -4
O=C(NCCc1c[nH]c2ccccc12)c1[nH]c(C(F)(F)F)nc1-c1ccccc1 | -2 | -1 | 1 | -3 | 0 | 0.4 | -1 | -2 | -1 | 8
COc1cccc(N(CC(=O)NCCSCc2ccc(Cl)cc2)S(C)(=O)=O)c1 | -11 | 6 | -6 | 2 | 3 | -0.8 | 0 | 3 | -3 | 0
Cc1ccc(-c2noc(COC(=O)c3ccco3)n2)cc1 | 9 | 1 | 9 | -3 | -3 | -0.4 | -2 | -6 | 0 | -4
O=C(CCCN1C(=O)/C(=C\c2ccco2)SC1=S)Nc1ccc(O)cc1C(=O)O | 29* | 63* | 8 | 27* | 62* | -0.9 | 93* | -9 | 2 | 6
CN(CC(=O)Nc1ccccc1C(F)(F)F)C(=O)Cc1ccc(S(=O)(=O)N2CCOCC2)s1 | 19 | -1 | 0 | 1 | -1 | 0.1 | 0 | -8 | -7 | 3
COc1cc(-c2nc(CN3CCN(CC(C)C)C(=O)[C@@H]3C)c(C)o2)ccc1F | -11 | 2 | 1 | -2 | 0 | 0.0 | 3 | -10 | 0 | 5
COC(=O)[C@H](CC(C)C)NC(=O)CCc1nnc(COc2ccccc2)o1 | -3 | -3 | -8 | -1 | 3 | -0.2 | 0 | 6 | 0 | -6
COC(=O)C1=C(C)N(Cc2cccc(C(F)(F)F)c2)C(=NCc2ccc3c(c2)OCO3)NC1c1cccc(F)c1 (centres undefined) | -10 | -1 | 7 | -4 | -4 | 0.4 | -1 | -3 | 1 | 1
O=C(NCCC1CCCC1)C1CCC(=O)N(CCCN2CCCC2=O)C1 (centres undefined) | -13 | 0 | 1 | -6 | -3 | -1.0 | -1 | 3 | -2 | -4
Cc1ccc(/C=N/Nc2nc3ccccc3[nH]2)s1 | -5 | -4 | -1 | 1 | 1 | -1.3 | -8 | -10 | 4 | 16
CCOC(=O)CSc1nnc(CNC(=O)c2cccc(C)c2)n1-c1ccccc1OC | 5 | -3 | 2 | 2 | -1 | -0.3 | -1 | 4 | -1 | -4
O=C(Nc1ncc(Br)s1)C1CCCN1S(=O)(=O)c1cccc2cccnc12 (centres undefined) | 7 | 0 | 0 | 7 | 2 | -0.5 | 0 | 0 | 3 | -2
C/C(=N\Nc1cccc(C(=O)O)c1)c1ccc(Cl)s1 | -14 | 6 | -2 | 9 | 42* | 0.5 | 19 | -9 | 6 | -6
O=S(=O)(N/N=C/c1c(F)cccc1Cl)c1ccccc1 | 3 | 2 | 2 | 6 | 1 | -0.5 | 16 | 4 | -11 | 5
Cc1ccc2nc(NC(=O)CN3CCN(c4ccccn4)CC3)sc2c1 | -1 | -4 | 0 | 3 | 8 | -0.6 | 2 | -7 | -1 | 6
CN(C)S(=O)(=O)c1ccc(N2CCCC2)c(C(=O)Nc2nccs2)c1 | 5 | 5 | -2 | -5 | -2 | 0.7 | -3 | 3 | -1 | 2
O=C1CN(C(=O)COC(=O)C23CC4CC(CC(O)(C4)C2)C3)c2ccccc2N1 | -13 | 1 | -6 | 1 | 7 | 0.3 | 6 | -11 | -2 | -3
CC(C)CCn1c(SCC(N)=O)nc2c1c(=O)n(C)c(=O)n2C | -1 | -1 | 0 | -8 | 0 | 0.0 | -1 | 3 | -7 | 0
c1cnc(Oc2ccc(-c3nnco3)cc2)cn1 | 2 | 1 | -3 | 3 | 2 | -0.5 | 4 | -3 | 1 | -4
CC(OC(=O)c1ccccc1O)C(=O)Nc1cccc(Cl)c1 (centres undefined) | -1 | -2 | -7 | 2 | 2 | -0.5 | 2 | 4 | 4 | 0
O=C(/C=C/c1ccnc2ccccc12)c1cccs1 | 1 | 3 | -1 | -3 | -1 | 0.3 | -10 | 5 | 5 | -17
COc1ccc(C2CC(c3cccc(F)c3)=NN2c2ccc(S(N)(=O)=O)cc2)cc1 (centres undefined) | -5 | 5 | 4 | -3 | -1 | -163 | -3 | 1 | -2 | -5
O=C(Nc1cc(C(=O)N2CCCC2)ccc1N1CCCC1)C1CC1 | -4 | 0 | 1 | 8 | 6 | 0.2 | 0 | -6 | 0 | -3
CCOC(=O)Cn1nnnc1C | -12 | 0 | 3 | 0 | -4 | 0.0 | 3 | -1 | 3 | -7
O=C(O)c1cccnc1Sc1ccc(Cl)cc1 | 10 | -1 | 1 | 1 | 5 | 1.5 | 2 | -2 | 6 | 1
COc1cc2c(cc1OC)C(c1ccncc1)CC(=O)N2 (centres undefined) | -3 | 0 | -2 | -2 | 1 | -0.6 | 0 | 3 | 2 | -2
O=C(CCSc1nnc(-c2ccco2)o1)Nc1ccc(F)cc1 | 7 | 1 | 8 | 1 | -1 | 0.3 | -4 | 2 | 5 | -14
O=C(Nc1nnc(C(F)(F)F)s1)c1ccc(N2C(=O)C3C4C=CC(C4)C3C2=O)cc1 (centres undefined) | 4 | 0 | 1 | 2 | -1 | 0.3 | -2 | -2 | 6 | -9
Cc1ccc(S(=O)(=O)N2CCOCC2)cc1NC(=O)c1cc(-c2ccccn2)nc2ccccc12 | -13 | 9 | -8 | -3 | -3 | 0.5 | 4 | -4 | -1 | -8
Cc1ccc2c(COC(=O)c3c(C)noc3C)cc(=O)oc2c1 | -6 | 6 | 7 | -1 | -1 | 0.7 | -2 | -3 | -8 | -1
Cc1ccnc(N2CCC(C(=O)Nc3ccc(Oc4ccccc4)cc3)CC2)n1 | 19 | 0 | 2 | -7 | -2 | -1.0 | 2 | 8 | -1 | 4
Cc1ccc2c(c1)-c1c(cnn1CC(=O)O)CO2 | 5 | 2 | 0 | 3 | 1 | 0.3 | 3 | -5 | 7 | 0
COc1ccccc1C(=O)COC(=O)CNC(=O)c1ccc(Br)o1 | 2 | -4 | -4 | 1 | 4 | -0.5 | 3 | 2 | 0 | 4
